D1 agonist: human D1 receptor agonism; AID 504660; hit rate 1% among 360,000; activation, % at 2 µM; HEK293 T-REx D1 cells, calcium flux, agonist mode; P21728; in the data active = activation above about 30%; note: 0% is about no effect
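Agonism was scored from calcium flux recorded over 180 s (1 read/s) after pintool compound addition, following a 10-cycle baseline. Cells were inducible force-coupled HEK293 TREx D1, plated overnight at 30 C and loaded with no-wash calcium dye.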
D1 antagonist: blocks dopamine activation of the human D1 receptor. P21728. HEK293 TREx D1 cells, calcium flux, dopamine EC80; active compounds read low. activity change, negative = inhibition, % at 10 µM. hit rate 3.2% among 360,000; in the data active = activity change below about -30%; note: % is set by controls: 0 for no effect and ±100 for the full control effect
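Allosteric or orthosteric antagonism assessed as attenuation of the calcium response to EC80 dopamine, added 180 s after compound, in induced HEK293 Trex D1 cells loaded with no-wash calcium dye.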
D2 PAM: positive allosteric modulators of human D2 dopamine receptor; P14416; HEK293 T-REx D2, calcium flux, EC20 dopamine potentiation; potentiation, % at 10 µM; hit rate 0.34% among 340,000;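 active = potentiation over 3 SD above the plate norm, cut at about 30% in these data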; note: 0% is about no effect
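Tetracycline-induced Hek293 Trex D2 cells, force-coupled to calcium, loaded with no-wash calcium dye. Compound added with 180 s kinetic read for agonism, then EC20 dopamine and a further 180 s read for potentiation.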
TRHR agonist: activates the human TRH receptor; P34981; TRHR cells, calcium flux fluo-8, FDSS agonist mode; activation, % at 2 µM; hit rate 0.18% among 360,000; in the data active = activation above about 30%; note: 0% is about no effect
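TRHR-expressing cells loaded with fluo-8 calcium dye; 23 nL library compound pin-transferred, kinetic FDSS fluorescence (Ex 480/Em 530) recorded about 180 s for agonist-induced calcium release, before a 10 nM TRH EC20 addition for potentiator mode.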
D1 PAM: enhances dopamine response at the human D1 receptor; P21728; HEK293 TREx D1 cells, calcium flux, dopamine EC20 potentiation; potentiation, % at 10 µM; hit rate 0.036% among 360,000; AID 504651; in the data active = potentiation above about 30%; note: 0% is about no effect
Apoferritin bind: candidate novel general anesthetic via apoferritin binding. P02791. apoferritin/1-aminoanthracene competitive binding, fluorescence. Potency, µM (series often up to 77.5 µM), without a hit: top-dose activity change, negative = displacement, usual class: inhibitors. hit rate 0.074% among 350,000; note: potency is the fitted concentration of half-maximal effect; % is set by controls: 0 for no effect and ±100 for the full control effect; nearly all actives have a fitted effect of over 20% in size
Target sequence (P02791 2-175 limits assumed): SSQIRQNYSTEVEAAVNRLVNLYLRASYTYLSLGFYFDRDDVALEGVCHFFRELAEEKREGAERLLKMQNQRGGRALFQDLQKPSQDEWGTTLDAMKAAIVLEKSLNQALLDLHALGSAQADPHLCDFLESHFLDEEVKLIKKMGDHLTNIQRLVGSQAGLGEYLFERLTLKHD
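Probe: 1-aminoanthracene (50% saturated, PBS). Protein: horse-spleen apoferritin, 10 uM. Incubation: 10 min, room temperature. Detection: 380 nm excitation, 535 nm emission. Analysis: normalized response, four-parameter Hill.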
RXFP1 antagonist: antagonists of human relaxin receptor RXFP1. Q9HBX9. HEK293-RXFP1, relaxin-stimulated cAMP HTRF, 30 min; active compounds read low. activity change, negative = inhibition, % at 57.5 µM. hit rate 0.59% among 350,000;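 active = activity change of -60% or lower, but not beyond a set lower limit; inconclusive = change between -60% and -40%, or beyond the set limit; inactive = change above -40%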; note: % is set by controls: 0 for no effect and ±100 for the full control effect
Target sequence (Q9HBX9 whole entry, looked up): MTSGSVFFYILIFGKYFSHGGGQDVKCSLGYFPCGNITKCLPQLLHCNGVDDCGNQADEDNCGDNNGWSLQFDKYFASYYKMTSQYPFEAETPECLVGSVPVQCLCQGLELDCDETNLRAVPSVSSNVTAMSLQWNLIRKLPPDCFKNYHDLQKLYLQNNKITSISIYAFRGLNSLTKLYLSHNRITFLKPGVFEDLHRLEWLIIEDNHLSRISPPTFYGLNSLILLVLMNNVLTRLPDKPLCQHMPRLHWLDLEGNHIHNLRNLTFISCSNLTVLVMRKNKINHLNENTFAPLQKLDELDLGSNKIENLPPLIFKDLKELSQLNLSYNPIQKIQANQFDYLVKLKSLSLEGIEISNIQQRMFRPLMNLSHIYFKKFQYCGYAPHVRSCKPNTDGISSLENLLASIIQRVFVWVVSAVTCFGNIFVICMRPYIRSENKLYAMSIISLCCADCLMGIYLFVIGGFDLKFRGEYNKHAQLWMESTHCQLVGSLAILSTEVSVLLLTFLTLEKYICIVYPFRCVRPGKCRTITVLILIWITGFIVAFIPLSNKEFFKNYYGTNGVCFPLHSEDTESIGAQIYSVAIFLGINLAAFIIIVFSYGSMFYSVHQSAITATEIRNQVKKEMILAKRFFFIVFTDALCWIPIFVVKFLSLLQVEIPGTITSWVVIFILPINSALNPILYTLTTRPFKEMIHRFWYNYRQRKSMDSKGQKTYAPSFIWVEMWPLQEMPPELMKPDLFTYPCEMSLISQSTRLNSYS
TRHR PAM: allosteric enhancers of human TRH receptor. hit rate 0.66% among 360,000. AID 493056. enhancement, % at 2 µM. TRHR cells, fluo-8 calcium fluorescence, EC20 TRH enhancement; in the data active = enhancement above about 30%; note: 0% is about no effect
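TRHR-expressing cells loaded with fluo-8 calcium dye were read kinetically (ex 480/em 530) during compound addition, then stimulated with an EC20 of TRH (10 nM final). Enhancement of the Gq-mediated intracellular calcium response was scored.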
RXFP1 ag: activates the human relaxin receptor RXFP1 | Q9HBX9 | HEK293T-RXFP1 cAMP TR-FRET, 30 min; response scale: percent of porcine relaxin response, buffer zero | Potency, µM (series often up to 57.5 µM), inactives show top-dose activation, most hits filed as activators | hit rate 0.3% among 370,000; note: potency is the fitted concentration of half-maximal effect; % is set by controls: 0 for no effect and ±100 for the full control effect; nearly all actives have a fitted effect of over 60% in size; many of its hits are not listed in these tables
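Agonist response is measured as cAMP accumulation in an RXFP1-transfected HEK293T line under PDE4 inhibition. Values are scaled between buffer-only and 29 nM porcine relaxin, and EC50s come from standard Hill equation fits.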
* marks the source's active call; other numbers are inactive results; u = inconclusive; x = not tested or not shown; & = joins results of further samples; [ ] = dose if it differs, or a comment. Unless noted, calls come from the whole dose curve; as a rule, active = well fitted curve in the direction sought with a large enough effect; inconclusive = small, poorly fitted or top-dose-only effect, or another doubt; inactive = no such curve, though single readings can be large; an effect the other way counts as inactive or inconclusive. The list is partial (hit frequency here may not be typical).

item	Compound	D1 agonist	D1 antagonist	D2 PAM	TRHR agonist	D1 PAM	Apoferritin bind	RXFP1 antagonist	TRHR PAM	RXFP1 ag
1	Cc1cc(NC(=O)CN2CCN(S(=O)(=O)c3ccc4ccccc4c3)CC2)no1	2	-12	-7	1.3	-11	-10%	-1	-4	0.0%
2	CN1CCOc2ccc(S(=O)(=O)NCCc3ccc(Cl)cc3)cc21	1	-14	-4	0.1	1	-24%	-10	0	-2.3%
3	Cc1ccc(CS(=O)(=O)c2ccc(C(=O)N3CCN(c4ccccn4)CC3)cc2[N+](=O)[O-])cc1	4	-19	-7	1.0	-2	-22%	1	-1	2.4%
4	COc1ccc(-c2nc(N)n(S(=O)(=O)c3ccc(C)cc3)n2)cc1	-4	-2	17	-0.9	-6	-19%	-10	3	1.8%
5	CCOC(=O)c1ccc(NC(=O)N2CCN(Cc3ccccc3)CC2)cc1	3	-7	0	-0.3	-1	-16%	-4	1	-0.1%
6	Cc1cc(-c2ccccc2)oc(=O)c1NC(=O)c1ccccc1	0	x	4	-0.5	0	-12%	-8	2	-1.4%
7	CN(C)S(=O)(=O)N1CCN(CC(=O)Nc2ccc(Br)cc2)CC1	10	1	-2	-0.4	-2	-6%	-5	-4	0.3%
8	CCCOc1ccccc1C(=O)Nc1ccc(-c2nc3ccc(C)cc3s2)cc1	0	12	x	0.9	-3	-14%	x	8	8.8%
9	O=C(CCSc1ccc(Cl)cc1)N1CCN(S(=O)(=O)c2ccccc2)CC1	13	-19	-1	1.1	-2	x	-4	1	0.5%
10	COc1ccccc1Nc1ccc(C(=O)O)cc1[N+](=O)[O-]	4	-17	15	-2.8	-15	-7%	-10	13	1.0%
11	CC(C)(C)n1nnnc1C(c1cccnc1)N1CCN(c2ccccc2)CC1 (centres undefined)	2	21	0	1.0	-3	-19%	-30	3	3.7%
12	COc1cc(/C=N/NC(=O)CNc2n[nH]c(=O)[nH]c2=O)ccc1OCc1ccccc1	2	10	x	-0.3	10	2%	-13	-4	0.1%
13	CC(C)(CNC(=O)c1ccccc1NS(C)(=O)=O)N1CCCCC1	1	-6	-3	0.2	-5	-13%	-4	-5	0.0%
14	Cc1ccc(-n2c(-c3ccncc3)nnc2-c2ccco2)cc1	-1	-12	9	-0.5	-3	-5%	16	-15	0.1%
15	Cc1ccn(-c2n[nH]c(C)c2[N+](=O)[O-])n1	8	4	14	0.4	20	-7%	-34	3	-2.0%
16	N#Cc1ccc(OCC(=O)N/N=C/C2CC=CCC2)cc1 (centres undefined)	3	-7	-8	0.4	-4	u	0	12	2.5%
17	CCCC(c1nnnn1CS(=O)(=O)c1ccc(C)cc1)N1CCC(C(N)=O)CC1 (centres undefined)	8	-1	-2	0.4	x	-2%	13	4	5.2%
18	COc1ccc(CN2CCN(CC=C(C)C)C(CCO)C2)cc1Cn1cccn1 (centres undefined)	1	1	x	-0.3	-2	-3%	-21	2	-1.0%
19	CCCn1c(=O)[nH]c(=O)c2c1nc(-c1ccc(OC)c(Br)c1)n2CCOC	0	16	21	-0.4	-1	-3%	-6	8	6.9%
20	CCOC(=O)N1CCC(NC(=O)c2cc(S(=O)(=O)N3CCCC3)cn2C)CC1	2	1	-2	0.3	11	-4%	8	-1	-0.8%
21	COc1ccc(OC)c(NC(=O)COC(=O)/C=C/c2ccccc2Cl)c1	5	18	-2	-0.6	-5	3%	-3	0	2.1%
22	[O-][n+]1c2ccccc2c2n1CCCN=C2c1ccc(Cl)cc1	-2	6	0	-0.1	-4	x	x	-2	-1.3%
23	Cn1c(=O)c2c(ncn2CC(=O)Nc2nc3ccc(F)cc3s2)n(C)c1=O	0	x	-4	0.2	-1	-9%	4	6	0.8%
24	COc1ccccc1OCCn1cc(/C=N/n2cnnc2)c2ccccc21	5	-14	9	0.1	-6	-5%	-8	0	6.5%
25	COc1ccc2[nH]c3c(=O)n(CCc4ccccc4)cnc3c2c1	2	13	-3	0.4	6	2%	6	0	10%
26	Cc1noc(COc2ccccc2OCc2onc(C)c2Cl)c1Cl	4	11	0	-0.3	-7	-10%	-8	-4	-1.5%
27	CCCN(C(=O)C1CC(=O)N(c2ccccc2C(C)CC)C1)C1CCS(=O)(=O)C1 (centres undefined)	1	2	6	0.2	-5	x	0	4	-0.4%
28	Cc1[nH]c(-c2ccccn2)nc(=S)c1Cl	1	-1	6	0.6	-12	2%	12	-1	-0.6%
29	Cc1ccc(C)c(N2CCN(c3nc4ccccc4c(=O)n3-c3ccc(Cl)cc3)CC2)c1	1	-56*	-2	0.9	2	-12%	24	-4	-0.3%
30	O=C(N=c1ccn(-c2nc3ccccc3nc2NS(=O)(=O)c2ccccc2)cc1)c1ccccc1Cl	38*	4	6	4.7	-4	-9%	-5	39*	u
31	Cc1cc(C(=O)O)c(=O)[nH]c1C	2	-13	-2	-0.2	-6	-7%	-2	-1	12%
32	O=C(Nc1ccncc1)c1sc2ccccc2c1Cl	6	-41*	0	-0.1	-7	-10%	-4	4	3.7%
33	CSc1ncc(Cl)c(C(=O)Nc2cccnc2)n1	4	4	15	-2.5	3	-2%	2	9	0.0%
34	Cc1nn(CC(N)=O)c(=O)c2ccccc12	3	-4	-12	1.8	-8	-20%	5	-2	0.7%
35	COCCCNC(=O)CSc1c2c(nc3ccc(Cl)cc13)CCCC2	0&0	-12&10	-1	0.0&0.2	-4&1	-9%&1%	7&18	-3&5	22%&12%
36	O=C(NCCF)[C@H]1C[C@@H]1[C@H](NP(=O)(c1ccccc1)c1ccccc1)c1ccccc1	-2	33	3	-0.5	-3	-10%&1%	x	7	1.8%
37	COc1ccccc1-c1cc(-c2ccc(O)cc2)nc(N)c1C#N	8	-23	12	-0.5	-10	6%	-5	13	7.1%
38	Cc1c(NC(=O)c2cc(-n3cnnc3)ccc2Cl)cccc1-c1nc2ccccc2s1	1	-39*	2	0.3	-3	3%	-16	5	3.0%
39	COc1ccc(OC2CCN(S(=O)(=O)c3ccc(OC)c(OC)c3)CC2)cc1	7	-23	x	-0.5	-2	-3%	-4	15	1.3%
40	C=CCN1N=C(/C=C/c2ccccc2)CCC1=O	3	-2	-5	0.4	6	-8%	-6	-5	-3.5%
41	CC(=O)Nc1cccc(NC(=O)c2c(-c3ccccc3Cl)noc2C)c1	3	-6	8	0.6	-4	-4%	7	2	2.9%
42	CCOC(=O)c1ccc(NC(=O)Cn2cnc(S(=O)(=O)N3CCCC3)c2)cc1	4&3	-3&10	9&-10	0.4&0.0	3&-4	-6%&-5%	-11	-2&-4	1.3%&0.3%
43	CCOc1ccccc1NC(=S)N1CCN(c2ccc(OC)cc2)CC1	3	-9	-3	-0.6	4	-8%	-2	1	-0.1%
44	Cc1ccnn1-c1ccc(C(=O)NCC(c2ccco2)N2CCCC2)cc1 (centres undefined)	1	-2	17	0.7	0	x	-1	-3	2.2%
45	COC(=O)c1sccc1NC(=O)CC1C(=O)NCCN1C(=O)c1c(F)cccc1Cl (centres undefined)	2	-1	6	-0.8	-1	14%	-3	-2	-1.1%
46	COc1ccc(CCNC(=O)c2ccccc2OCc2ccccc2)cc1	5	-35*	0	0.2	-6	40%[activator]	-12	-7	0.0%
47	CC(C)N1CC2=C(C1=O)C(c1ccc(O)cc1)NC(=O)N2C (centres undefined)	1	12	25	0.3	-3	-2%	2	0	-0.6%
48	CCn1c(O)c(N=NC(=O)Cn2ccc(C(F)(F)F)n2)c2ccccc21	-2	13	9	-0.2	4	-4%	16	3	1.2%
49	Cc1nc2c3ccccc3nc(NNC(=O)CCC(=O)N3CCC(C)CC3)n2n1	-1	-9	0	0.5	-2	-12%	5	-4	4.9%
50	CCCOc1ccc(C(=O)C(c2ccccc2)N2CCOCC2)cc1 (centres undefined)	2	-3	0	-0.1	-6	-21%	21	-2	-0.2%
51	COc1ccc(N(CC(=O)NCCc2ccc(Cl)cc2)S(=O)(=O)c2c(C)[nH]c(=O)[nH]c2=O)cc1	-2	2	4	0.1	8	-6%	13	-2	-2.1%
52	COc1cccc(/C=C2\NC(=O)NC2=O)c1O	0	0	-2	0.8	4	-8%	-14	-5	-0.2%
53	Cc1cc(CN(C)C(=O)c2cc(COc3ccc(C)c(C)c3)on2)on1	7	15	-12	3.0	-2	u	-19	8	-2.3%
54	Cc1ccccc1CN1CCC(CNC(=O)Nc2ccc(F)cc2F)CC1	2	0	7	-1.4	-5	0%	4	1	0.8%
55	CCCCc1c(O)c2ccccc2n(CCCC)c1=O	0	0	-6	-0.4	-4	4%	-4	9	2.6%
56	CC(/C(O)=C(\C#N)c1nc2ccccc2n1C)N1C(=O)c2ccccc2C1=O (centres undefined)	0	4	-2	-0.1	-2	-10%	x	15	0.6%
57	Cc1ccc(C)c(S(=O)(=O)N2CCN(C(=O)CNC(=O)c3ccc4ccccc4c3)CC2)c1	2	-5	0	0.2	1	x	-34	0	-0.4%
58	COc1ccccc1CNC(=O)c1ccc(CNc2c(N3CCCC3)c(=O)c2=O)cc1	3	3	-13	0.6	3	6%	x	-5	-0.7%

Screening data as filed in PubChem BioAssay.
